m-calpain inh: inhibitors of pig calpain II, primary screen, biochemical, fluorogenic peptide substrate, 1536-well | actives 0.37% (n = 220,000) | purified calpain II, 30 min | inhibition, % at 16 µM;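 active = inhibition above about 50%, limit read from the data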
MDM2 E3 inh: MDM2-luciferase reporter signal enhancers, primary screen, MDM2 E3 ligase inhibitor project, cell-based, luminescence, 1536-well; E3 ubiquitin-protein ligase Mdm2 (Homo sapiens), Q00987; actives 0.11% (n = 210,000); AID 1230, 2008; signal enhancement, % at 5 µM; cell-based MDM2 ubiquitination luciferase reporter, 2 h; 0 = plate control, 100 = twice control, blank-subtracted;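 active = signal enhancement of 30% or more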;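 note: luminescence tracks abundance of the self-degrading MDM2-luciferase fusion protein; higher signal means inhibition of MDM2 E3 ligase activity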
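Timing – 2 h compound exposure at 37 °C · Assay system – mammalian cells stably expressing self-ubiquitinating, self-degrading MDM2 E3–luciferase fusion · Amount – 2000 cells seeded into each well · Measure – % luminescence enhancement versus blank-corrected plate control mean · Measured by – SteadyLite luminescence, 15 min reagent step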
EBV gp42 block: Epstein-Barr virus gp42 inhibitors, primary screen, biochemical, uHTS, fluorescence polarization; Glycoprotein 42 (Epstein-Barr virus (strain AG876)), Q1HVG2; actives 0.42% (n = 220,000); Fluorescence polarization binding assay, mP read-out; inhibition, % (tested at 21.74 µM); AID 1085, 2008; in the data active = inhibition above about 50%
PERK inh: block of dimerizer-induced PERK translation repression, primary screen, PERK inhibitor project, CHO PERK-DD cells, SEAP luminescence, HTS; Eukaryotic translation initiation factor 2-alpha kinase 3 (Homo sapiens), Q9NZJ5; CHO PERK-DD fusion, SEAP luminescence translation reporter; inhibition, % at 5.6 µM; actives 0.17% (n = 220,000); AID 1416, 2008;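 active = inhibition above the mean inhibition of all tested compounds plus 3 SD, set separately per screening campaign, cut at about 2.9% in these data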;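 note: PERK kinase domain activated by AP20187 dimerizer at 100 nM; 0% = DMSO with dimerizer and 100% = rapamycin at 8.4 µM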
TNF necrop inh: inhibitors of TNF-alpha triggered necroptosis, primary screen, cell-based, Jurkat FADD-/-, single concentration; Jurkat FADD-/- TNF necroptosis rescue, ATP luminescence, 24 h; 0 = TNF only, 100 = no-TNF cells; activation (protection from cell death), % at 10 µM; actives 0.068% (n = 220,000); AID 463075, 2010;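 active = activation, meaning protection from cell death, of at least 50% relative to plate controls; inactive = activation below 50%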;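 note: necroptosis triggered by 40 ng/mL TNF-alpha added together with compound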
Rad51 HR inh: human RAD51 strand exchange inhibitors, primary screen, biochemical, fluorescence. DNA repair protein RAD51 homolog 1 (Homo sapiens), Q06609. hRad51 DNA strand exchange, fluorescence dequenching. inhibition, % at 10 µM. actives 0.085% (n = 200,000). AID 1385, 2008;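 active = inhibition above 40% at the single screening dose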;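 note: 0% = DMSO control wells and 100% = blanks with heterologous ssDNA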
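Material: human Rad51–ssDNA filaments; Probe or stimulus: labelled 47-mer dsDNA for strand exchange; Doses: single 10 µM dose; Incubation: 37 °C 15-min filament assembly, 30-min compound preincubation, 15-min exchange; Technique: FRET fluorescence dequenching, excitation 485 nm, emission 520 nm; Measure: Fluorescence-based percent inhibition, control- and blank-normalised; Benchmarks: plate control and blank wells.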
KCC2 mod: KCC2 cotransporter modulators, thallium flux, primary screen, cell-based, HEK293 KCC2, FluoZin-2 fluorescence, MLSMR | Solute carrier family 12 member 5 (Homo sapiens), Q9H2X9 | actives 2.2% (n = 190,000) | KCC2 cells, thallium flux FluoZin-2 fluorescence | B-score of Tl+ flux slope (higher = more flux/activation; lower = inhibition) at 10 µM | AID 1456, 2008;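 active = thallium flux slope and its plate-corrected score both differing from the plate sample mean at a set confidence after two filtering rounds, in either direction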;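 note: slope of fluorescence scaled to starting intensity during 10 to 20 s after thallium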
zVAD death inh: inhibitors of zVAD-triggered necroptosis, primary screen, L929 cells | L929 zVAD necroptosis rescue, ATP luminescence, 24 h; with zVAD 60 µM | viability rescue, % at 10 µM | actives 0.38% (n = 220,000);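 active = activation, scaled between plate controls, above about 75%, limit read from the data; inactive = activation under that limit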;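 note: 0% = zVAD with DMSO and 100% = DMSO alone without zVAD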
eIF4E 4G PPI: eIF4E–eIF4G protein interaction inhibitors, primary screen, biochemical, uHTS, TR-FRET, eIF4GI fragment; actives 0.37% (n = 220,000); TR-FRET eIF4E-eIF4GI(517-606) binding, 2 h; inhibition, % at 21.7 µM;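 active = inhibition above about 30%, limit read from the data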;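 note: 0% = full FRET control wells and 100% = background wells lacking eIF4GI fragment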
Target sequence (P63073 whole entry, looked up, the tested form may be a part): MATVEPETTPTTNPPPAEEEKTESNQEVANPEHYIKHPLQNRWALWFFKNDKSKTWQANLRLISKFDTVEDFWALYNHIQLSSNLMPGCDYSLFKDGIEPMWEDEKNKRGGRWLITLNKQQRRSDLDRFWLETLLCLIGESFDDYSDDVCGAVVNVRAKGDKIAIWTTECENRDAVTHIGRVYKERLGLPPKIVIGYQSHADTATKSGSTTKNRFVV
Target sequence (Q04637 whole entry, looked up, the tested form may be a part): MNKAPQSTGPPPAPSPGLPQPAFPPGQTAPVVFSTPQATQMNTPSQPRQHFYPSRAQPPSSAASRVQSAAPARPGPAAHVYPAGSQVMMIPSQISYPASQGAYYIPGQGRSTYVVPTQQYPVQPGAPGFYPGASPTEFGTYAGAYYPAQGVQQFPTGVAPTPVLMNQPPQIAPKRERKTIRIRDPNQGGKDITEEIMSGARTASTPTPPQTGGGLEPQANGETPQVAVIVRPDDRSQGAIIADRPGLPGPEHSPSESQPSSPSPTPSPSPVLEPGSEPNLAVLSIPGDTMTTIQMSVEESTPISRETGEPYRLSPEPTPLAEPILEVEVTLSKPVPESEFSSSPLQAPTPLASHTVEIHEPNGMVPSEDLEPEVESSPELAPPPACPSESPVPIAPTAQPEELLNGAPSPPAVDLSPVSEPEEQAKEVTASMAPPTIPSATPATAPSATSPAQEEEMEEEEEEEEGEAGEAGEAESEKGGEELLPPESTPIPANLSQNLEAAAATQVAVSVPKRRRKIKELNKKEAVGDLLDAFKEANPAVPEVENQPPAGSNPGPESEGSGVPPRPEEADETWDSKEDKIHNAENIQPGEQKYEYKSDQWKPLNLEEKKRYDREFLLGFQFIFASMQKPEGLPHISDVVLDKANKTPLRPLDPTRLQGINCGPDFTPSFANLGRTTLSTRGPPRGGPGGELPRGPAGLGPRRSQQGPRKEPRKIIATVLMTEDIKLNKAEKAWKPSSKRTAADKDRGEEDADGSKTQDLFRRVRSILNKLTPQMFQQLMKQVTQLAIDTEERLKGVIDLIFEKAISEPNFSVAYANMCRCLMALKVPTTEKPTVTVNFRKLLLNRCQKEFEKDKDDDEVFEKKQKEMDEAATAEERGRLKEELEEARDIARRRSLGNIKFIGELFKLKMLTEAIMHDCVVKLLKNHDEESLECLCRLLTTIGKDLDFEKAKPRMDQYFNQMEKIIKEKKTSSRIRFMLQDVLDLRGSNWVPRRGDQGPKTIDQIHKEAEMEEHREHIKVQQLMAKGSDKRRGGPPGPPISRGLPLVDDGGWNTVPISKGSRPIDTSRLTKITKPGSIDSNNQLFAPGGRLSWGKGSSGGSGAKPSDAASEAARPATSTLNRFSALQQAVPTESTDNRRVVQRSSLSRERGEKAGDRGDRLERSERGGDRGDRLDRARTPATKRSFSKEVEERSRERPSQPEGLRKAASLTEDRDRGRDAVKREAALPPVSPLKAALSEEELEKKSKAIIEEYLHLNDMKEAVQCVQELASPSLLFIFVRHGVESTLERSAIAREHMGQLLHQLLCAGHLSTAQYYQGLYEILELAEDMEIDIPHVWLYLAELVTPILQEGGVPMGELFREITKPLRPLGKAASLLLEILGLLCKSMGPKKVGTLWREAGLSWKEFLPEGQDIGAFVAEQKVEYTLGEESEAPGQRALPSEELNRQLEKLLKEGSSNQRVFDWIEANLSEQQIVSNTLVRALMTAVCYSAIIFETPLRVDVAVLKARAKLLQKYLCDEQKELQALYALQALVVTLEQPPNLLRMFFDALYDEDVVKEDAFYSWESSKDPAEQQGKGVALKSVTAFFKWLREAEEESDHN
* hit, by the source's call; . = no result given; [ ] = another dose, or the depositor's remark.

#1 Cn1ncc(S(=O)(=O)Cc2ccccc2)c(Cl)c1=O
#2 COCCNCc1ccc(C(C)C)cc1
#3 COCCCNCCCOc1ccc(Cl)cc1Br
#4 COc1ccc(/C=N/NC(=O)c2cccnc2)cc1COc1ccc([N+](=O)[O-])c(C)c1
#5 Cc1[nH]c2ccc(F)cc2c1CCN(Cc1ccncc1)C(=S)Nc1ccccc1
#6 N#Cc1c(N)n(-c2ccc(C(=O)O)cc2)c2nc3ccccc3nc12
#7 COc1ccc(-c2nnc(Sc3nc4ccccc4o3)c3ccccc23)cc1
#8 O=C(N/N=C/C(Br)=C\c1ccccc1)c1cccs1
screen / no.	1	2	3	4	5	6	7	8
m-calpain inh	-17	-10	15	-58	-46	-340	-33	-5
MDM2 E3 inh	-7	-7	-4	-10	-4	-12	-6	-7
EBV gp42 block	-4	-2	-7	6	-4	5	-6	4
PERK inh	0.5	0.7	0.1	-1.5	-0.1	1.0	0.3	-0.3
TNF necrop inh	-30	0.1	-2.3	-17	1.1	-5.8	-22	3.9
Rad51 HR inh	18	7	-2	11	4	-65	-3	.
KCC2 mod	-3.5	-0.9	0.045	-1	-0.34	-0.018	-0.061	1.9
zVAD death inh	-0.8	-0.8	0.3	-0.2	-1.3	0.5	0.1	1.6
eIF4E 4G PPI	5	-5	3	-7	-5	-6	4	4

#9 CCN(CC)P(=O)(Nc1ccc([N+](=O)[O-])cc1)c1c(C)nn(CCC#N)c1NC(=O)c1ccc(Cl)cc1Cl (configuration not stated)
#10 C=CCNC(=S)N/N=C(\C)c1ccccn1
#11 O=C(O)CC(Cc1ccccc1)c1ccc2c(c1)OCO2 (configuration not stated)
#12 Cc1cccc(N2CN=c3s/c(=C\c4ccncc4)c(=O)n3C2)c1
#13 Nc1nnc(CC(=O)N/N=C/c2ccc([N+](=O)[O-])cc2)s1
#14 CCn1nnnc1SCC(=O)Nc1cccc(NC(C)=O)c1
#15 CCc1cc(=O)oc2cc3oc(C)c(C)c3cc12
#16 O=C(Nc1nc(-c2ccc(F)cc2)cs1)c1cccnc1
screen / no.	9	10	11	12	13	14	15	16
m-calpain inh	-4	-9	25	-20	-15	-6	-106	-26
MDM2 E3 inh	-13	-49	-73	-17	.	-7	-8	-14
EBV gp42 block	10	10	5	-5	-10	-22	3	-9
PERK inh	0.4	1.5	1.5	0.3	1.2	0.9	0.1	0.4
TNF necrop inh	-0.4	-8.4	0.9	3.8	-0.8	0.0	-1.9	-1.0
Rad51 HR inh	6	-7	.	.	-9	-73	-2	3
KCC2 mod	-0.76	.	.	-0.49	0.37	0.11	.	-2.4
zVAD death inh	-0.2	47	1.7	0.1	0.4	0.0	1.4	5.7
eIF4E 4G PPI	4	2	4[fluorescence artefact?]	4	1	37*[fluorescence artefact?]	12	-9

#17 C#CCOCCOCCOCCNc1nc(N2CCN(C(=O)[C@H](Cc3cc4ccccc4[nH]3)n3cc([C@@H](N)C(C)CC)nn3)CC2)nc(N2CCN(C(=O)[C@H](Cc3cc4ccccc4[nH]3)n3cc([C@@H](N)Cc4ccc(O)cc4)nn3)CC2)n1 (some centres not stated)
#18 Cc1ccccc1NC(=O)Cn1nnc2sc3c(c2c1=O)CC(C)(C)OC3
#19 O=C(CN(Cc1ccco1)C(=O)c1ccccc1)Nc1ccc(Cl)c(Cl)c1
#20 CC(=O)C1=C(C)Nc2ncnn2C1c1ccc(Cl)cc1 (configuration not stated)
#21 CCN(CC)S(=O)(=O)c1cccc(C(=O)N/N=C/c2ccccc2OCC(=O)O)c1
#22 CCOc1cc(NC(=O)C2CCCO2)c(OCC)cc1NC(C)=O (configuration not stated)
#23 CC(=O)Nc1ccccc1NC(=O)C(F)(F)F
#24 CCN(CC)CCN1CNC(=S)N(c2ccccc2OC)C1
screen / no.	17	18	19	20	21	22	23	24
m-calpain inh	-52	24	23	-22	-9	5	-27	-4
MDM2 E3 inh	.	-5	-16	-11	0	7	-3	-2
EBV gp42 block	-9	-2	-19	1	-8	-28	-22	-3
PERK inh	0.3	-2.6	-0.1	0.0	0.7	0.0	1.3	0.5
TNF necrop inh	0.4	-0.9	-2.4	-0.9	1.0	-1.7	-0.6	1.4
Rad51 HR inh	.	-3	-14	0	11	-1	-4	14
KCC2 mod	-2	0.87	.	0.012	0.067	0.15	0.15	-0.48
zVAD death inh	0.3	0.3	0.7	-1.2	3.4	-0.2	0.1	0.4
eIF4E 4G PPI	12	2	2	-1	4	-4	6	5

Arranged by value in KCC2 mod (ascending): some entries from above.
no.	canonical_smiles	m-calpain inh	EBV gp42 block	PERK inh	KCC2 mod	eIF4E 4G PPI
17	C#CCOCCOCCOCCNc1nc(N2CCN(C(=O)[C@H](Cc3cc4ccccc4[nH]3)n3cc([C@@H](N)C(C)CC)nn3)CC2)nc(N2CCN(C(=O)[C@H](Cc3cc4ccccc4[nH]3)n3cc([C@@H](N)Cc4ccc(O)cc4)nn3)CC2)n1 (some centres not stated)	-52	-9	0.3	-2	12
23	CC(=O)Nc1ccccc1NC(=O)C(F)(F)F	-27	-22	1.3	0.15	6
18	Cc1ccccc1NC(=O)Cn1nnc2sc3c(c2c1=O)CC(C)(C)OC3	24	-2	-2.6	0.87	2

More results follow:
#25 CCCc1nnc(NC(=O)CCC(=O)N2CCCCC2CC)s1 (configuration not stated)
#26 COCCNC(=O)CN(c1cc(Cl)ccc1OC)S(=O)(=O)c1ccc(C)c([N+](=O)[O-])c1
#27 COc1cc(C(=O)N/N=C/c2sc(=O)n(-c3ccccc3)c2Cl)cc(OC)c1OC
#28 CCOc1ccc(-c2nc(C#N)c(NCc3ccc4c(c3)OCO4)o2)cc1
#29 CC(=O)c1cccc(NC(=O)c2ccc(N(Cc3ccc(C)cc3)S(C)(=O)=O)cc2)c1
#30 CCOc1ccc(Cc2noc3c2C(=O)CCC3)cc1OCC
#31 CCc1ccc(C2C(C#N)=C(N)SC(N)=C2C#N)s1
#32 CSc1nc(N)n2nc(C(C)(C)C)cc2n1
screen / no.	25	26	27	28	29	30	31	32
m-calpain inh	16	-21	7	3	-24	32	24	-3
MDM2 E3 inh	-14	-12	-3	-3	.	-10	-2	11
EBV gp42 block	-11	-9	-28	-8	-22	2	-43	-20
PERK inh	-0.6	-0.7	-0.6	1.4	-2.1	0.0	0.9	1.2
TNF necrop inh	0.2	-0.2	0.6	-1.5	-2.5	2.5	-0.5	-0.6
Rad51 HR inh	5	6	8	3	-1	-11	0	3
KCC2 mod	.	0.34	-0.29	-0.3	.	-1.3	-1.7	0.86
zVAD death inh	1.0	0.2	0.6	0.2	-0.8	0.3	3.1	0.8
eIF4E 4G PPI	-3	-2	-5	0[fluorescence artefact?]	-13	0	-11	9

#33 CCOC(=O)N1CCC(Nc2ccc(N3C(=O)C4CCCCC4C3=O)cc2[N+](=O)[O-])CC1 (configuration not stated)
#34 COc1ccc(C(=O)N2CCC(N3CCN(c4ccccc4)CC3)CC2)cc1OC
#35 Nc1ccc(Nc2ccccc2)c(Cl)c1
#36 COc1ccc(OCCCC(=O)Nc2ccc3c(c2)OCO3)cc1
#37 Cc1ccc(S(=O)(=O)C(C#N)c2nc3ccccc3nc2OC(C)C)cc1 (configuration not stated)
#38 CCCCn1c(-c2ccco2)nc2ccccc2c1=O
#39 COc1ccc(CC(=O)Nc2ccc(-c3nnc(-c4ccccc4)o3)cc2)cc1
#40 COc1ccc(OC)c(S(=O)(=O)Nc2c(F)cccc2F)c1
screen / no.	33	34	35	36	37	38	39	40
m-calpain inh	98*	-18	7	-10	-107	-5	-9	10
MDM2 E3 inh	-20	1	12	0	7	-3	-7	-20
EBV gp42 block	-9	3	-6	-21	0	-6	-2	-20
PERK inh	0.5	0.3	1.0	0.7	0.1	0.2	0.1	1.0
TNF necrop inh	1.0	1.3	-2.3	-3.9	-1.0	0.1	-0.2	-0.8
Rad51 HR inh	.	-2	7	0	-2	-15	.	1
KCC2 mod	-0.78	0.53	.	.	-2.3	-0.63	-0.13	0.15
zVAD death inh	1.4	-0.2	1.5	0.4	0.6	0.0	1.9	-0.5
eIF4E 4G PPI	2	0	9	1	17	8	2	9

#41 CCOc1cccc(OCCCCN2CCCCC2)c1
#42 Cc1ccc(S(=O)(=O)N2CCN(C(=O)c3cccs3)CC2)cc1C
#43 Cc1ccccc1-c1nc(CN2CCC(C(=O)O)CC2)c(C)o1
#44 COc1ccc(/C(C)=N/NC(=O)c2ccc(CSc3cccc4cccnc34)cc2)cc1OC
#45 COC(=O)[C@H](C)NC(=O)NC1CCCc2ccccc21 (some centres not stated)
#46 Cc1cccc(C)c1NC(=O)NCCCN1CCN(c2ccccc2)CC1
#47 Fc1ccccc1SCc1nnc(-c2ccccc2Br)o1
#48 COc1cc2cc(Br)cc(Br)c2nc1C
#49 COc1ccc(OC)c(C(=O)CSc2nnc(Cc3cccs3)n2CCc2ccccc2)c1
screen / no.	41	42	43	44	45	46	47	48	49
m-calpain inh	-16	-7	9	-173	8	15	-3	10	-6
MDM2 E3 inh	-7	-10	-12	3	-9	-69	-22	-8	-7
EBV gp42 block	-14	0	-2	-11	-7	2	4	-12	-9
PERK inh	-1.2	-0.5	0.0	-0.9	0.8	-0.4	2.0	0.3	-0.6
TNF necrop inh	-2.6	1.3	1.2	0.3	-2.2	-1.0	2.1	-1.1	0.2
Rad51 HR inh	-1	7	3	-7	-5	-5	1	-2	-3
KCC2 mod	2	-1	0.57	-1.6	.	-0.0051	-3.3	.	-1.6
zVAD death inh	-0.2	-0.8	0.6	0.9	3.4	-1.3	0.9	1.1	0.3
eIF4E 4G PPI	1	-4	2	-19	0	-1	-2	6[fluorescence artefact?]	-31

Source: PubChem (several laboratories)
